USP1 inh – USP1/UAF1 (human) deubiquitinase inhibition; O94782; AID 743255; 0.23% of 390,000 active; Potency, µM (series often up to 57.1 µM), for the others: at the top dose activity change, negative = inhibition, most hits filed as inhibitors; recombinant USP1/UAF1, Ub-Rhodamine cleavage fluorescence; further: potency means the concentration at half of the fitted maximal effect; on the % scale 0 is the no-effect control and ±100 the full control effect; nearly all actives have a fitted effect of over 60% in size; inactives centre near -12
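High-throughput fluorogenic screen: 1nM USP1/UAF1 complex, Ub-Rho substrate 150nM final, 50mM HEPES pH 7.8 with 0.5mM EDTA, 0.1 mg/ml BSA, 1mM TCEP and 0.01% Tween-20.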
TRHR ag – TRH receptor (human) agonism. activation, % at 2 µM. P34981. AID 493084. TRHR cells, calcium flux fluo-8, FDSS agonist mode. 0.18% of 360,000 active; in the data active means activation above about 30%; further: 0% is about no effect
Target sequence (P34981 whole entry, looked up): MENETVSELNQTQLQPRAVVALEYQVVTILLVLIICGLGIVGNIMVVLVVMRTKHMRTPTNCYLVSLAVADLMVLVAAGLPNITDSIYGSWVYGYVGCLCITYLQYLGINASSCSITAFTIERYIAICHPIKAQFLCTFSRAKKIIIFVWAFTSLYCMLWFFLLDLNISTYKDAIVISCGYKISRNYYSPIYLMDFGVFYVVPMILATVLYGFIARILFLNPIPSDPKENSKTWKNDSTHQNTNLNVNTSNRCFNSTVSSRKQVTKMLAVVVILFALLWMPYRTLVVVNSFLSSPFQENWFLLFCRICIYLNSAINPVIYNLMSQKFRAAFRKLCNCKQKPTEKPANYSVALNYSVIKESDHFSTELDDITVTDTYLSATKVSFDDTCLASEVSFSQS
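Steps: seed TRHR cells overnight; add fluo-8 no-wash Ca dye, RT 30 min–1.5 h; record 10 s baseline; pin-transfer compounds; monitor fluorescence 1 cycle/s for the agonist window. Calcium increases flag candidate agonists.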
rTrxR1 inhibitor – rat TrxR1 inhibition; O89049; recombinant rTrxR1, NADPH fluorescence consumption, selenite substrate; Potency, µM (series often up to 114 µM), without a hit: at the top dose activity change, negative = inhibition, most hits filed as inhibitors; 1% of 390,000 active; AID 588453; further: potency means the concentration at half of the fitted maximal effect; on the % scale 0 is the no-effect control and ±100 the full control effect; nearly all actives have a fitted effect of over 65% in size
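Rat TrxR1 (90 nM in the dispensed reagent) was pre-reduced with 400 uM NADPH for 5 min at room temperature, then incubated with compound for 15 min. After 400 uM selenite was added, NADPH fluorescence (Ex 340/Em 450 nm) was followed for 8 min.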
mIDH1 inhibitor – human IDH1 R132H inhibition. O75874. IDH1-R132H enzyme, NADPH consumption, diaphorase/resazurin fluorescence. Potency, µM (top dose mostly 76.6 µM), for the others: at the top dose activity change, negative = inhibition, most hits filed as inhibitors. 0.093% of 390,000 active. AID 602179; further: potency means the concentration at half of the fitted maximal effect; on the % scale 0 is the no-effect control and ±100 the full control effect; nearly all actives have a fitted effect of over 65% in size
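IDH1-R132H (0.5 ug/mL dispensed) in pH 7.5 Tris buffer was preincubated 30 min with compound, then given a substrate mix of 0.016 mM NADPH and 2 mM alpha-KG for 80 min at room temperature; remaining NADPH was read by diaphorase/resazurin fluorescence.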
PI4K2A block – inhibitors of human PI4K2A | purified PI4K2A, ADP-Glo luminescence, 1 h; stronger effect = lower value | activity change, negative = inhibition, % at 76.9 µM | 0.13% of 420,000 active | AID 1346378; in the data active means activity change below about -50%; inconclusive means mostly about -30% to -49%;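 further: -100% = wells without enzyme as full effect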
Target sequence (Q9BTU6 whole entry, looked up): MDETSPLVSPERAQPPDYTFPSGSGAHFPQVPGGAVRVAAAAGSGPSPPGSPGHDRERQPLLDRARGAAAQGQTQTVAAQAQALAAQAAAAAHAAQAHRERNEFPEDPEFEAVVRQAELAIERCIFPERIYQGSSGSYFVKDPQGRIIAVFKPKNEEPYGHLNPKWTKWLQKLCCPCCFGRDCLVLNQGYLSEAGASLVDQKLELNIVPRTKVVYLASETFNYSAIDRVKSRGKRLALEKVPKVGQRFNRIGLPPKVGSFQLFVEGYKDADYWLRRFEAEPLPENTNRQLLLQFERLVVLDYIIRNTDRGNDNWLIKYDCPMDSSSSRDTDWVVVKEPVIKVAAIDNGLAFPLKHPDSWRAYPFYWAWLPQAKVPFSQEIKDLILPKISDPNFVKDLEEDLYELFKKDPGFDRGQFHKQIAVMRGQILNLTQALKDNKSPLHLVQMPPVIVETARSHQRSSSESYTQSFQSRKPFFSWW
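In this quantitative HTS, ADP production by PI4K2A was quantified luminescently after 1 h at ambient temperature; 100 microM adenosine served as plate-quality control.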
D2 agonist – activates the human D2 dopamine receptor; P14416; HEK293 T-REx D2 cells, calcium flux agonist mode; activation, % at 2 µM; 0.53% of 340,000 active; AID 485358;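 active means activation over 3 SD above normal in the single-dose calcium agonist read, cut at about 30% in these data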; further: 0% is about no effect
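Calcium-flux readout, 1 cycle/sec over 180 s following compound pin transfer, in inducible HEK293 Trex D2 cells (force-coupled); dopamine controls included. Positive calcium responses during this window marked compounds as potential agonists.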
TRHR enhancer – allosterically enhances the human TRH receptor; TRHR cells, fluo-8 calcium fluorescence, EC20 TRH enhancement; P34981; enhancement, % at 2 µM; 0.66% of 360,000 active; AID 493056; in the data active means enhancement above about 30%; further: 0% is about no effect
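Enhancer read-out: after compound pinning and an initial kinetic agonist-mode read, an EC20 of TRH (10 nM final) was injected and fluo-8 calcium signal (Ex 480/Em 530) followed at 1 s/cycle for 100 cycles in TRHR-expressing cells.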
D2 antag – antagonizes the human D2 dopamine receptor. HEK293 TREx D2 cells, calcium flux, dopamine EC80. 2% of 340,000 active. inhibition, % at 10 µM; in the data active means inhibition above about 30%; further: 0% is about no effect
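Overnight-induced (tetracycline, 30 C) HEK293 T-REx cells carrying force-coupled D2 receive a no-wash calcium dye, then compound, then EC80 dopamine at 180 s; signals are read kinetically throughout.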
TrxR1 substrate – substrates of rat thioredoxin reductase 1. purified TrxR1 substrate turnover, NADPH consumption readout. Potency, µM (doses to about 114 µM), without a hit: at the highest dose activity change, negative = substrate turnover. 0.01% of 390,000 active; further: potency means the concentration at half of the fitted maximal effect; on the % scale 0 is the no-effect control and ±100 the full control effect; nearly all actives have a fitted effect of over 50% in size
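Rat TrxR1, dispensed at 90 nM, was prereduced with 400 uM NADPH (final) for 5 min at ~22 deg C, then incubated with compound 15 min before 400 uM selenite. A first-read NADPH fluorescence drop versus no-compound background flagged substrates.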
* = called active by the depositor; u = inconclusive; x = not tested or not shown; & = joins results of further samples; [ ] = dose if it differs, or a comment. Unless noted, the call rests on the fitted dose curve; in most records, active means well fitted inhibition curve with a large enough effect; inconclusive means small, poorly fitted or top-dose-only effect; inactive means no such curve, though single readings can be large or run the other way.

Value order: USP1 inh	TRHR ag	rTrxR1 inhibitor	mIDH1 inhibitor	PI4K2A block	D2 agonist	TRHR enhancer	D2 antag	TrxR1 substrate
> O=C(COC(=O)c1cc(Br)ccc1Cl)NC(=O)NCc1ccccc1
  -16.0%	-0.4	12.3%[57.1 µM]	5.0%	3.5	-1.3	-2.8	6.9	0.3%[57.1 µM]
> Cc1ccc(-c2cc(C(=O)N3CC(C)OC(C)C3)c3ccccc3n2)o1 (stereo unspecified)
  -25.3%	-0.4	7.6%	2.9%	1.2	0.5	2.5	-7.8	352.7%[activator]
> O=C(c1cc(-c2ccccc2)on1)N1CCc2ccccc2C1
  -12.0%	1.1	27.9%	-8.5%	-6.5	-0.6	36.1*	-10.3	-4.5%
> CCOC(=O)C1CCN(C(=O)COC(=O)c2ccc([N+](=O)[O-])o2)CC1
  u	0.4	-16.5%	4.9%	-9.8	0.2	-2.7	7.4	-0.9%
> Cn1c(C(=O)N2CCC(C(N)=O)CC2)cc2c(=O)n(C)c3ccccc3c21
  -8.1%	1.6	17.4%	4.5%	30.6	-0.7	-1.8	-11.2	-4.0%
> Cn1cnc(C(=O)N2CCc3ccccc3C2)c1C(=O)N1CCc2ccccc2C1
  -28.7%	x	5.8%	1.6%	-4.7	x	x	x	7.6%
> COc1ccc(C(=O)NNC(=O)C(NC(=O)c2cc(OC)cc(OC)c2)C(C)C)cc1 (stereo unspecified)
  -16.4%	-0.6	7.5%	-4.9%	-2.3	0.8	1.2	3.3	4.2%
> CCOC(=O)N1CCN(CC(O)c2ccc3cc[nH]c3c2)CC1 (stereo unspecified)
  -15.1%	0.7	8.7%[57.1 µM]	13.5%	-3.9	1.1	0.1	0.8	1.4%[57.1 µM]
> COc1ccc(N2C(=O)/C(=C3/C=CC=CN3C)SC2=S)cc1
  0.6%	-0.1	-10.4%	1.0%	-4.3	-0.1	-2.2	15.5	-16.9%
> Cc1cc(S(=O)(=O)NCCc2csc(-c3cccc(F)c3)n2)ccc1F
  -6.7%	-0.3	5.3%[57.1 µM]	32.2%	-0.1	x	-7.1	x	-5.6%[57.1 µM]
> C=CCn1c(Cc2ccc(OC(C)C)c(Cl)c2)nnc1SCC(N)=O
  -1.1%	0.1	-4.0%[57.1 µM]	3.3%	-0.8	0.0	-2.2	x	4.7%[57.1 µM]
> Cc1ccccc1CC(=O)Nc1ccc2c(c1)CCC2
  -24.1%	-0.2	14.6%	12.2%	-4.4	-0.3	-2.5	11.2	2.2%
> COC(=O)C(CC(C)C)Oc1ccc2c(C)cc(=O)oc2c1 (stereo unspecified)
  -14.7%	-0.6	7.2%[57.1 µM]	1.8%	1.7	-2.4	36.4*	2.7	22.7%[57.1 µM]
> O=c1[nH]c2nc(Br)[nH]c(=O)c2[nH]1
  u	x	4.9%[2.29 µM]	2.0%	-1.3	x	x	x	-0.7%[2.29 µM]
> COc1ccc(-c2noc(Cc3ccc(Cl)cc3)n2)cc1OC
  -17.3%	0.7	42.6%[activator]	11.3%	-10.0	-1.5	1.3	-2.5	13.4%

Nothing new here: an excerpt of the list.
Value order: USP1 inh	TRHR ag	rTrxR1 inhibitor	mIDH1 inhibitor	PI4K2A block	D2 agonist	TRHR enhancer	D2 antag	TrxR1 substrate
> Cc1cc(S(=O)(=O)NCCc2csc(-c3cccc(F)c3)n2)ccc1F
  -6.7%	-0.3	5.3%[57.1 µM]	32.2%	-0.1	x	-7.1	x	-5.6%[57.1 µM]
> C=CCn1c(Cc2ccc(OC(C)C)c(Cl)c2)nnc1SCC(N)=O
  -1.1%	0.1	-4.0%[57.1 µM]	3.3%	-0.8	0.0	-2.2	x	4.7%[57.1 µM]
> Cc1ccccc1CC(=O)Nc1ccc2c(c1)CCC2
  -24.1%	-0.2	14.6%	12.2%	-4.4	-0.3	-2.5	11.2	2.2%
> COC(=O)C(CC(C)C)Oc1ccc2c(C)cc(=O)oc2c1 (stereo unspecified)
  -14.7%	-0.6	7.2%[57.1 µM]	1.8%	1.7	-2.4	36.4*	2.7	22.7%[57.1 µM]

Next part:
Value order: USP1 inh	TRHR ag	rTrxR1 inhibitor	mIDH1 inhibitor	PI4K2A block	D2 agonist	TRHR enhancer	D2 antag	TrxR1 substrate
> COc1ccc(C(=O)/C=C/c2ccc(OC)cc2OC)c(O)c1
  10.7%	0.1	-10.5%	0.9%	-2.7	-0.4	-5.2	2.2	-13.7%
> COc1cc(C2c3c(-c4c(C)cc(C)cc4O)n[nH]c3C(=O)N2CCCOC(C)C)cc(OC)c1OC (stereo unspecified)
  u	-1.2	-6.6%	x	-4.9	-1.3	-2.8	x	-1.9%
> CC(C)[C@H](NC(=O)OCc1ccccc1)C(=O)OCC(=O)Nc1c(F)cccc1F
  -17.4%	-0.1	-0.9%	0.5%	0.0	-0.3	0.9	0.6	-0.9%
> COc1ccc(OC)c(NC(=O)CN(C)S(=O)(=O)c2ccc(Cl)cc2)c1
  -23.4%	-1.1	22.7%	-1.7%	-3.5	-2.7	-7.1	-22.7	4.6%
> CCN1C(=NCCCCO)N[C@@H](c2cccc(F)c2)C(C(=O)OC)=C1C
  -17.1%	0.1&0.2	36.6%[activator][57.1 µM]	4.4%	-4.0	x	-7.6&6.1	x	22.9%[57.1 µM]
> CCOC(=O)N1CCN(Cc2nc3cc(NC(=O)c4ccccc4[N+](=O)[O-])ccc3n2C(C)C)CC1
  -17.6%	-2.3	-6.8%	-1.6%	1.7	-2.0	2.5	x	-9.8%
> COc1ccc(S(=O)(=O)NCCSc2ccc(C)cc2)cc1OC
  1.7%	-0.6	36.2%[57.1 µM]	-1.2%	-1.7	0.3	3.8	13.1	21.1%[57.1 µM]
> O=C(CC1CCCCC1)NCC1CCCO1 (stereo unspecified)
  -13.1%	-0.8	3.3%[57.1 µM]	2.8%	-0.3	0.7	0.5	-9.0	-4.5%[57.1 µM]
> CCOCCN(C=O)c1cccc(OC)c1
  0.6%	-2.2	11.8%	1.4%	3.0	x	1.1	x	6.7%
> CCOC(=O)/C(C#N)=C\c1cc(OC)c(OC)cc1[N+](=O)[O-]
  -13.0%	0.3	7.0%[57.1 µM]	-4.0%	4.6	1.0	0.4	-10.1	3.4%[57.1 µM]
> CC(C)(C)C(=O)c1cnc(Nc2ccccc2)s1
  -5.7%	2.7	14.9%	5.8%	-1.6	1.1	1.4	32.1*	7.6%
> Cc1ccc(S(=O)(=O)NNC(=O)C(O)(c2ccccc2)c2ccccc2)cc1
  -12.4%	-0.2	16.2%	2.9%	2.2	-0.4	3.7	-10.4	4.9%
> Cc1cc(=O)oc(C)c1C(=O)Nc1cccc2nonc12
  0.5%	0.5	-16.9%	2.8%	7.3	0.4	-5.7	-0.6	-10.6%
> Cc1cc(C)c(S(=O)(=O)NCC2CCC(C(=O)NCc3ccc4c(c3)OCO4)CC2)c(C)c1 (stereo unspecified)
  -1.3%	0.1	-1.6%	0.3%	2.7	-0.5	-3.2	-1.6	2.8%
> O=C(CC1C[C@H](C(=O)N2CCOCC2)[C@@]2(CCC3CCCC3)c3[nH]c4ccccc4c3CCN2C1=O)NCc1ccco1 (stereo partly specified)
  -32.7%	x	4.0%	7.3%	-1.9	x	x	x	1.4%
> CCCCC(CCCC)=N/N=C/c1c(O)n(CC)c2cc(C3=NNC(=O)CC3)ccc12
  3.7%	5.2	-18.7%[57.1 µM]	1.7%	4.0	0.3	2.1	1.1	-2.6%
> CNS(=O)(=O)c1cc(NC(=O)c2cnc(SC)n2-c2ccccc2)ccc1C
  -28.3%	1.2	24.0%	-9.9%	-4.0	0.3	-2.6	3.4	8.0%
> CC1(c2ccc(OC(F)F)cc2)NC(=O)N(CC(=O)Nc2ccc(Cl)cc2F)C1=O (stereo unspecified)
  -22.7%	6.1	12.6%	0.0%	-3.7	15.0	22.0	-5.8	-6.2%
> O=C(CCN1C(=O)c2ccccc2S1(=O)=O)N1CCN(c2ccccc2)CC1
  -26.7%	0.0	12.6%[57.1 µM]	-0.7%	-4.2	0.3	-0.6	10.9	10.6%[57.1 µM]
> C=CCc1cccc2cc(C(=O)NNC(=O)CC#N)c(=O)oc12
  -16.8%	0.1	1.0%	1.4%	-2.4	-0.3	2.5	-6.8	6.8%
> CCc1ccc(NC(=O)CN2CCC(C(=O)c3ccc(OC)cc3)CC2)cc1
  u	0.5	16.3%	-16.3%	-6.8	-0.3	13.2	-12.5	-4.0%
> CCCCNC(=O)CSc1nc2cc3c(cc2c(=O)n1CCCCCC(=O)NCc1ccc(OC)cc1)OCO3
  0.3%	-0.4	22.0%[57.1 µM]	-3.5%	-3.3	-0.4	16.3	x	7.8%[57.1 µM]
> O=C(NNc1cc(C(F)(F)F)ccc1Cl)c1ccc(=O)[nH]c1
  -27.6%	1.5	31.7%	3.5%	-1.2	1.0	-7.3	13.8	9.8%
> CCOC(=O)C1CCN(C(=O)c2nn(-c3ccc(C)cc3)c(=O)c3c2c2ccccc2n3C)CC1
  -1.7%	0.2	6.2%	x	2.2	0.4	-1.6	x	-1.9%
> COc1ccc(NC(=O)N2CCCC(c3ccccc3)C2)cc1 (stereo unspecified)
  -23.2%	-1.4	15.4%	18.4%	-3.1	x	-4.7	x	4.9%
> Cc1ccc(NC(=O)C(OC(=O)c2ccc(O)cc2)c2ccccc2)cc1Cl (stereo unspecified)
  -22.6%	0.8	18.6%	4.7%	-5.3	0.6	-4.1	3.4	0.8%
> Cc1ccc(CN2CC(C(=O)N(Cc3nnc(-c4ccccc4Cl)o3)C3CC3)CC2=O)cc1 (stereo unspecified)
  -3.9%	0.7	-0.3%	0.0%	-2.7	2.2	2.3	7.5	-2.3%
> CC(C)NC(=O)N(C)C[C@H]1Oc2c(NC(=O)C3CCCCC3)cccc2C(=O)N([C@H](C)CO)C[C@@H]1C
  u	x	25.5%	-6.1%	5.7	x	x	x	9.0%
> c1ccc(Cn2c(Nn3cnnc3)nc3ccccc32)cc1
  -2.2%	0.6	16.2%[57.1 µM]	5.6%	-13.5	0.2	3.4	-21.2	-12.0%

High-throughput results: PubChem BioAssay, National Center for Advancing Translational Sciences (NCATS)

Not a hit list; overall some 3.9% were active at least once.
